Assay outcomes deposited in PubChem by National Center for Advancing Translational Sciences (NCATS).
IL2 activator: IL-2 activation. IL-2 activation reporter assay, cell-based qHTS; stimulated with anti-CD3/CD4/CD28 beads; in transgenic mouse T cells. AID 652025. activation, % (series mostly up to about 46 µM). 360,000 compounds, 0.065% hits; in the data active means activation above about 50%; inconclusive means mostly about 30% to 49%; further: 0% is about no effect
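Readout is EGFP and DsRed signal by fluorescent plate cytometry after 18 h at 37 degrees C. Transgenic mouse T cells (750/well) received compound for 60 min before bead stimulation (anti-CD3, anti-CD4, anti-CD28); memory T cells served as non-tolerant control.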
EPAC2 agonist: EPAC2 (human) agonism | Q8WZA2 | EPAC2 activation, biochemical qHTS; response scale: 100% = 6.5 mM cAMP response | Potency, µM (highest dose often 154 µM), for the others: at the highest dose activation, hits mostly activators | 360,000 compounds, 0.079% hits | AID 720711; further: potency means the concentration at half of the fitted maximal effect; nearly all actives have a fitted effect of over 50% in size
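Guanine nucleotide exchange by EPAC2 is measured as reduced fluorescence of BODIPY-GDP once it is released from 250 nM Rap1B. Plates are read kinetically for 30 min at room temperature; results are scaled to 6.5 mM cAMP.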
EPAC1 ag: agonists of human EPAC1. Potency, µM (top dose mostly 154 µM), for the others: top-dose activation, hits mostly activators. 360,000 compounds, 0.073% hits. EPAC1 agonist qHTS, biochemical assay; response scale: 100% = response to 6.5 mM cAMP. AID 720707; further: potency means the concentration at half of the fitted maximal effect; nearly all actives have a fitted effect of over 60% in size
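Nucleotide exchange by EPAC1 (100 nM) on Rap1B–BODIPY-GDP (250 nM) in the presence of 50 uM GDP is tracked fluorescently at 480/540 nm over 30 min. Signals are normalized to a 6.5 mM cAMP control.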
WRN inhibitor: inhibitors of human WRN helicase; AID 651768; Potency, µM (doses to about 114 µM), inactives show at the highest dose activity change, negative = inhibition, actives largely listed as inhibitors; WRN helicase unwinding, fluorescent forked duplex, kinetic; 360,000 compounds, 0.46% hits; further: potency means the concentration at half of the fitted maximal effect; on the % scale 0 is the no-effect control and ±100 the full control effect; nearly all actives have a fitted effect of over 55% in size
Target sequence (Q14191 whole entry, looked up): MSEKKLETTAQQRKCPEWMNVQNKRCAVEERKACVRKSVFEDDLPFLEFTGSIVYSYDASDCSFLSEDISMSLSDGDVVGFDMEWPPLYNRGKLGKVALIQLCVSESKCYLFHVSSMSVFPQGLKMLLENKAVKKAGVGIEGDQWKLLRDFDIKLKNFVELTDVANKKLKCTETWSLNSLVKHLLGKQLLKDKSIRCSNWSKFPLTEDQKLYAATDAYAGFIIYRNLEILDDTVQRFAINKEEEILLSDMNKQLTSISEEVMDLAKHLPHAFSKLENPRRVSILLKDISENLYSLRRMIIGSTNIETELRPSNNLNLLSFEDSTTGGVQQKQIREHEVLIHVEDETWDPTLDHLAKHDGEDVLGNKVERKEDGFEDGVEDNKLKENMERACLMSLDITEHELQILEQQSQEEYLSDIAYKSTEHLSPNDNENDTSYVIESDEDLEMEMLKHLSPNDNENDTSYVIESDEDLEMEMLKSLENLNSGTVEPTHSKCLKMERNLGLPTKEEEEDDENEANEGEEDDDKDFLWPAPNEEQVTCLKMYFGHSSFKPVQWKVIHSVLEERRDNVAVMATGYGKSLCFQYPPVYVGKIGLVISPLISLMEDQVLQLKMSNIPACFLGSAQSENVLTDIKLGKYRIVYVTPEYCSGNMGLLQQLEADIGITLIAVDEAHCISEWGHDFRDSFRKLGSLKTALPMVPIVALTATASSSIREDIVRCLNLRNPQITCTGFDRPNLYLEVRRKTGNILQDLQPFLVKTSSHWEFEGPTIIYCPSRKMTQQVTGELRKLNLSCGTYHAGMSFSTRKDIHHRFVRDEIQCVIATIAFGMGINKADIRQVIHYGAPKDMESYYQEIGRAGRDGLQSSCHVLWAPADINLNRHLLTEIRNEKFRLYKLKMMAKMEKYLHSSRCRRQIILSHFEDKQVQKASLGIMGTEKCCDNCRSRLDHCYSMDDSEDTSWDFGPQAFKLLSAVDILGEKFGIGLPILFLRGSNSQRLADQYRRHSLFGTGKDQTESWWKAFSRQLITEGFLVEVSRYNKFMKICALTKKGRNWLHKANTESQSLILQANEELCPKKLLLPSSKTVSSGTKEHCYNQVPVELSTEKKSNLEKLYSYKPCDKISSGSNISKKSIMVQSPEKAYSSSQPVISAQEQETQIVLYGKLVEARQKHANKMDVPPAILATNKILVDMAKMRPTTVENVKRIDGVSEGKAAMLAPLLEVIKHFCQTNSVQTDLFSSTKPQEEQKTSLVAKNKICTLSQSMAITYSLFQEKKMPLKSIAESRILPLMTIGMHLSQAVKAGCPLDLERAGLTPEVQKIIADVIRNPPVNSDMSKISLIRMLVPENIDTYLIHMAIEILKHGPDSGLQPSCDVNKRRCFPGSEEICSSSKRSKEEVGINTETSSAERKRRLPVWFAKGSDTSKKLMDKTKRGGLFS
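Screening of the MLSMR collection measured strand separation of a quenched forked DNA duplex (100 nM) by 20 nM WRN with 2 mM ATP, all final. Compounds were preincubated with enzyme 15 min at room temperature.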
CCT chaperon mod: changes cytosolic chaperonin activity | purified chaperonin ATPase assay, HTRF ADP detection, 30 min | activity change, % (concentration not given with the values), hits read low | 360,000 compounds, 0.3% hits; in the data active means activity change below about -30%; further: on the % scale 0 is the no-effect control and ±100 the full control effect
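Nucleotide hydrolysis assay: TRiC at 20–40 nM final (set by batch activity) with 10 uM ATP, 30 min at 37 °C, in presence of 76 uM compound. Detection by competitive ADP HTRF, 30 min ambient.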
PI5P4K alpha inh: inhibitors of human PI5P4K alpha; max response, %; PI5P4Kalpha enzyme, ADP-Glo luminescence, 60 min; stronger effect = lower value; AID 652105; 330,000 compounds, 1.2% hits; P48426; active means max response of -50% or lower; inconclusive means between -30% and -50%; inactive means -30% or higher; further: value at the top dose of about 77 µM; on the % scale 0 is the no-effect control and ±100 the full control effect
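Luminescence from ADP-Glo served as readout of PI5P4Kalpha activity in a qHTS format. Reaction: enzyme, substrate, compound, ATP at 5 microM final, 60 min at RT.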
EPAC1 antag: EPAC1 (human) antagonism; Potency, µM (highest dose often 115 µM), inactives show at the top dose activity change, negative = inhibition, usual class: inhibitors; O95398; EPAC1 GEF assay, Rap1b-BODIPY-GDP exchange fluorescence; AID 720709; 360,000 compounds, 0.14% hits;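 further: potency means the concentration at half of the fitted maximal effect; plate controls were vehicle for no effect and positive control for full effect; nearly all actives have a fitted effect of over 50% in size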
PLK1 PBD block: PLK1 (human) polo-box domain binding inhibition | AID 720504 | Plk1 PBD binding of FITC phosphopeptide, fluorescence polarization | 360,000 compounds, 2.8% hits | Potency, µM, for the others: max response, negative = inhibition, hits mostly inhibitors | P53350; further: potency means the concentration at half of the fitted maximal effect; series mostly up to about 57 µM; on the % scale 0 is the no-effect control and ±100 the full control effect; nearly all actives have a fitted effect of over 65% in size
Numbers without * were called inactive; ? = inconclusive; nt = no result given; [ ] = dose if it differs, or a comment. Unless noted, the call rests on the fitted dose curve; in most records, active means well fitted curve in the direction sought with a large enough effect; inconclusive means small, poorly fitted or top-dose-only effect, or another doubt; inactive means no such curve, though single readings can be large; an effect the other way counts as inactive or inconclusive. A portion of the library; rates above refer to the full screens.

1. O=C(COc1ccc2ccccc2c1)NCCn1ccc2ccccc21
2. CCOc1cc(/C=N/Nc2ccc(S(=O)(=O)Nc3ccccc3C(=O)O)cc2[N+](=O)[O-])cc(Cl)c1O
3. Cc1cccc(N(CC(=O)N/N=C/c2cc([N+](=O)[O-])ccc2Cl)S(C)(=O)=O)c1C
4. O=C(CCCCC(=O)N1CCOCCOCCOCC1)OCc1ccccc1
5. Cc1ccc(-c2nn(-c3ccccc3)cc2/C=C/C(=O)Nc2cccc(S(N)(=O)=O)c2)cc1
6. C=CCOC(=O)C1=C(C)NC(SCC(=O)Nc2nccs2)=C(C#N)C1c1cccs1 (centres undefined)
7. O=C(Nc1ccc(S(=O)(=O)N2CCCC2)cc1)c1cnccn1
8. CC(C)(C)c1cc(CCC(=O)N2CCNCC2)c(C(C)(C)C)cc1O
entry no.,1,2,3,4,5,6,7,8
IL2 activator,3.6,0.8,-1.5,-2.8,-1.0,-1.2,-0.4,1.6
EPAC2 agonist,14%,4%,5%,8%,5%,-14%,-2%,-9%
EPAC1 ag,8%,-3%,7%,0%,2%,17%,8%,0%
WRN inhibitor,-5%,?,-28%[57.1 µM],0%,-6%,-1%,9%,-13%
CCT chaperon mod,-2.3,-1.4,-2.6,0.4,0.2,-0.9,0.2,0.1
PI5P4K alpha inh,12,-69*,-1,1,-15,-18,2,3
EPAC1 antag,-11%,50µM*,-13%,-3%,7%,8%,5%,-23%
PLK1 PBD block,-6%,7.5µM*,-6%,1%,-5%,30µM*,1%,1%

9. Cc1ccc(NC(=O)CCCc2nc3ccccc3c(=O)[nH]2)c(Cl)c1
10. COc1ccc(CN2CC(C(=O)NCCCN3CCCCC3)CC2=O)cc1 (centres undefined)
11. CC(Sc1ccc(Cl)cc1)C(=O)Nc1ccccc1-c1ccccc1 (centres undefined)
12. COc1ccccc1NS(=O)(=O)c1cc(NC(=O)CC(C)(C)C)ccc1N1CCOCC1
13. COc1ccc(/C=C2/C(=O)N(c3cccc(F)c3)N=C2C)c(OC)c1
14. CC(=O)NC1(c2ccccc2)CCN(C(=O)N2CCOCC2)CC1
15. Brc1ccc(-c2csc(N3CCCCCC3)n2)cc1
16. Cc1cccc(NC(=O)c2cc(=O)c3ccccc3o2)n1
entry no.,9,10,11,12,13,14,15,16
IL2 activator,-0.1,0.0,-1.6,-0.7,0.3,-2.7,-1.0,1.5
EPAC2 agonist,-4%,-4%,13%,10%,11%,-1%,1%,7%
EPAC1 ag,13%,-1%,19%,-1%,13%,-3%,-2%,3%
WRN inhibitor,-4%,8%,-6%,4%[57.1 µM],1%,23%[57.1 µM],9%,-7%
CCT chaperon mod,-0.8,-0.8,-0.2,-5.6,-3.2,-1.5,0.8,-0.4
PI5P4K alpha inh,11,-1,14,-5,6,-7,0,-7
EPAC1 antag,0%,9%,?,-21%,3%,-4%,2%,-7%
PLK1 PBD block,-3%,6%,-7%,-12%,?,-10%,-3%,-4%

17. c1ccc(-c2noc(CN3CCCC(OCc4ccccn4)C3)n2)cc1 (centres undefined)
18. O=C(NCC1CCCN1S(=O)(=O)c1cccs1)C(=O)Nc1cccc(F)c1 (centres undefined)
19. O=C(CN1C(=O)c2ccccc2S1(=O)=O)Nc1ncc([N+](=O)[O-])s1
20. COc1ccc(C2=NOC3(CC(=O)N(c4ccc5ccccc5c4)C3=O)C2)c(OC)c1 (centres undefined)
21. COc1cc(Br)c(-c2sc(Nc3ccccc3)n[n+]2-c2ccccc2)cc1OC
22. C/C(=N\N=C(/N)SC1CC(=O)N(c2cccc(Cl)c2)C1=O)c1cccs1 (centres undefined)
23. CC(C)Nc1ccc(Nc2ccnc3cc4ccccc4cc23)cc1
24. CCCCOc1ccc(C(=O)N/C(=C/c2cccc([N+](=O)[O-])c2)C(=O)O)cc1
entry no.,17,18,19,20,21,22,23,24
IL2 activator,-0.5,-1.2,-2.5,-0.9,0.5,-1.4,-2.0,-2.3
EPAC2 agonist,1%,2%,10%,7%,9%,?,-16%,6%
EPAC1 ag,-2%,5%,5%,10%,-2%,?,5%,-6%
WRN inhibitor,4%,-2%,-22%,-11%,-7%,-21%,35µM*,3%
CCT chaperon mod,-0.4,0.6,-0.6,-0.5,-1.6,-1.3,-1.1,2.0
PI5P4K alpha inh,5,-10,?,nt,-2,nt,-19,-1
EPAC1 antag,-6%,10%,3%,-2%,-2%,-6%,?,14%
PLK1 PBD block,2%,-7%,19µM*,-14%,-17%,-28%,2%,1%

25. CCOc1cccc2c1OC1(C)CC2NC(=O)N1c1ccc(OC)cc1 (centres undefined)
26. COC(=O)c1ccc2nc(C)c(C)nc2c1
27. Cc1nc2ccccn2c1C(=O)c1ccccc1
28. COc1ccc2[nH]c3c(=O)n(/N=C/[C@H]4C(C)C=C(C)CC4C)c(=O)[nH]c3c2c1 (some centres undefined)
29. COC(=O)C1=C(CSc2nc3c(cc2C#N)CN(C)CC3)OC(N)=C(C#N)C1c1ccccc1F (centres undefined)
30. O=C(NCc1ccccn1)C(=O)N/N=C/c1ccc2c(c1)OCO2
31. CSc1cc(-c2ccncc2)nc(-c2ccc(Cl)cc2)c1
32. Cc1occc1C(=O)NCCCCNC(=O)c1ccoc1C
entry no.,25,26,27,28,29,30,31,32
IL2 activator,-1.9,-0.5,0.5,-0.1,1.1,0.8,0.3,-1.6
EPAC2 agonist,5%,-1%,?,-2%,9%,1%,-1%,-8%
EPAC1 ag,-1%,2%,-2%,0%,23%,-1%,-2%,4%
WRN inhibitor,17%,4%,3%,-1%,?,-2%,-1%,-1%
CCT chaperon mod,0.8,-1.2,-0.9,-0.9,-1.0,-1.5,-2.9,0.8
PI5P4K alpha inh,-28,-1,1,-19,nt,0,20,-3
EPAC1 antag,11%,5%,-4%,-23%,0%,3%,-13%,7%
PLK1 PBD block,13µM*,2%,-7%,-1%,-16%,3%,1%,0%

33. C=CCNC(=S)NNC(=O)c1cc(C)nc2ccccc12
34. O=C(O)c1ccc(Oc2cccc([N+](=O)[O-])c2)cc1C(=O)O
35. CSc1nc(S(C)(=O)=O)nc2[nH]c(=O)[nH]c12
36. Cc1cc(C)c(C)c(S(=O)(=O)Nc2ccc(C(=O)N3CCCC3)cc2)c1C
37. Cc1ccc(S(=O)(=O)CCSc2n[nH]c(=O)n2-c2ccccc2)cc1
38. O=C(O)c1cccc(NC(=O)c2ccc3c(c2)C(=O)N(C2CCCCC2)C3=O)c1
39. COc1ccc(CCc2nnc(N)s2)cc1OC
40. C=CCN=C(CC)C1=C(O)CCCC1=O
entry no.,33,34,35,36,37,38,39,40
IL2 activator,-0.2,1.0,-4.6,-4.0,-0.4,-1.6,-2.7,0.0
EPAC2 agonist,-2%,-4%,22%,5%,-5%,-2%,0%,5%
EPAC1 ag,8%,-5%,-13%,11%,11%,-8%,1%,-2%
WRN inhibitor,-9%,10%,-10%,?,-19%,-23%,8%,8%
CCT chaperon mod,-1.2,2.4,-1.2,-1.8,-1.1,-0.8,1.0,-3.0
PI5P4K alpha inh,1,nt,-18,8,4,-26,2,6
EPAC1 antag,-6%,-1%,10%,-15%,11%,16%,4%,-7%
PLK1 PBD block,-1%,-7%,-7%,-7%,-3%,-4%,-3%,-4%

One compound at a time (already shown). Values in the order: IL2 activator	EPAC2 agonist	EPAC1 ag	WRN inhibitor	CCT chaperon mod	PI5P4K alpha inh	EPAC1 antag	PLK1 PBD block
O=C(COc1ccc2ccccc2c1)NCCn1ccc2ccccc21 is entered as 3.6	14%	8%	-5%	-2.3	12	-11%	-6%
CCCCOc1ccc(C(=O)N/C(=C/c2cccc([N+](=O)[O-])c2)C(=O)O)cc1 is entered as -2.3	6%	-6%	3%	2.0	-1	14%	1%
C=CCOC(=O)C1=C(C)NC(SCC(=O)Nc2nccs2)=C(C#N)C1c1cccs1 (centres undefined) is entered as -1.2	-14%	17%	-1%	-0.9	-18	8%	30µM*
O=C(NCC1CCCN1S(=O)(=O)c1cccs1)C(=O)Nc1cccc(F)c1 (centres undefined) is entered as -1.2	2%	5%	-2%	0.6	-10	10%	-7%
CC(C)(C)c1cc(CCC(=O)N2CCNCC2)c(C(C)(C)C)cc1O is entered as 1.6	-9%	0%	-13%	0.1	3	-23%	1%

Later entries.
41. O=C(Nc1cccc2ccccc12)c1cc2c(cc1Br)OCO2
42. O=C(NCc1ccccn1)Nc1ccc(Cl)c(Cl)c1
43. CN(C)CCCNC(=O)C[C@H]1C[C@H](C(=O)N2CCCCC2)[C@@]2(CCc3ccccc3)c3[nH]c4ccc(Cl)cc4c3CCN2C1=O
44. CCOC(=O)c1ccc(Nc2ncccc2[N+](=O)[O-])cc1
45. C[C@@H]1CN(S(=O)(=O)c2c(F)cccc2F)CCN1S(=O)(=O)c1ccc2c(c1)OCCO2
46. CC(C)C(=O)N1CCC(n2nccc2NC(=O)CCc2ccccc2)CC1
47. Cc1ccc(/C=C(\CCC(=O)O)c2nc3ccccc3s2)cc1[N+](=O)[O-]
48. COc1ccc(/C=N/NC(=O)c2cccc([N+](=O)[O-])c2)cc1OS(=O)(=O)c1ccc(C)cc1
entry no.,41,42,43,44,45,46,47,48
IL2 activator,-1.6,0.3,1.5,1.2,-5.0,0.8,-3.7,-2.7
EPAC2 agonist,0%,-2%,4%,11%,13%,8%,2%,2%
EPAC1 ag,-2%,4%,-7%,4%,-4%,13%,27%,0%
WRN inhibitor,7%,1%,-3%,0%,nt,1%,-19%,-4%
CCT chaperon mod,0.0,1.6,-3.0,-2.9,nt,-3.0,-4.8,-0.8
PI5P4K alpha inh,13,9,4,-1,nt,-22,-11,nt
EPAC1 antag,-9%,7%,-20%,8%,-12%,9%,79µM*,7%
PLK1 PBD block,-1%,-3%,-18%,-14%,nt,3.4µM*,?,-1%

49. CCCCCCC(=O)N1C/C=C\C(c2ccc(OC)cc2)N(Cc2ccc(F)cc2)C(=O)[C@H]1Cc1ccccc1 (some centres undefined)
50. O=C1CN(S(=O)(=O)c2ccccc2C(F)(F)F)CCN1
51. CCc1cc2ccc(C)c(C)c2nc1SCC(=O)Nc1cc(C)on1
52. CC(C)c1ccc(C(=O)NNC(=O)c2n[nH]c(=O)c3ccccc23)cc1
53. COc1cccc(CN2CCN(C(=O)c3cccs3)CC2)c1OC
entry no.,49,50,51,52,53
IL2 activator,-0.6,0.2,2.3,-0.3,1.4
EPAC2 agonist,5%,2%,11%,7%,3%
EPAC1 ag,-18%,4%,-2%,8%,0%
WRN inhibitor,-8%,-8%,4%,0%,3%
CCT chaperon mod,-1.0,-1.2,-6.5,1.0,-4.8
PI5P4K alpha inh,-3,-8,1,-20,-4
EPAC1 antag,-11%,-11%,27%,-30%,5%
PLK1 PBD block,-7%,-8%,-16%,-5%,-9%
